# FEN1 inhibitor = qHTS Assay for the Inhibitors of Human Flap endonuclease 1 (FEN1); P39748; AID 588795, 2011; Recombinant FEN1 flap cleavage, fluorescence, 15 min; Potency, µM (titrated, usually from 114 µM), for the others: top-dose activity change, negative = inhibition, hits mostly inhibitors; 390,000 compounds, 0.35% hits; note: nearly all actives have a fitted effect of over 65% in size
# Target sequence (P39748 whole entry, looked up): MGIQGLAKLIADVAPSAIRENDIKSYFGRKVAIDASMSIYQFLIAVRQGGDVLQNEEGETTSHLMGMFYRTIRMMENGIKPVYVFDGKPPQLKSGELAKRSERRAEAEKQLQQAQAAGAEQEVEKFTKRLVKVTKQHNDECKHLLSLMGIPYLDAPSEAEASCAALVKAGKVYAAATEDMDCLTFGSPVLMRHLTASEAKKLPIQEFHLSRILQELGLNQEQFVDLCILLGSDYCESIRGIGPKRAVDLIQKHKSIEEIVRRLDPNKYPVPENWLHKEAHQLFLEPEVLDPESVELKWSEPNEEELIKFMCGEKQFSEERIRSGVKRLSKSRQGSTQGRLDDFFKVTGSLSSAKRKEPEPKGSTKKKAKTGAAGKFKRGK
#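 Concentration–response screening of FEN1 (10 nM): 15 min compound preincubation at room temperature, reaction started with 50 nM substrate and read at 0 and 15 min. Corrected, normalized data were fitted by a four-parameter Hill equation.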
# N370S GC mod = qHTS Assay for Inhibitors and Activators of N370S glucocerebrosidase as a Potential Chaperone Treatment of Gaucher Disease; Potency, µM (highest dose often 59.4 µM), inactives show top-dose activity change, negative = inhibition, usual class: inhibitors; N370S GC spleen homogenate, 4MU-glucoside fluorescence; Lysosomal acid glucosylceramidase (Homo sapiens), P04062; 330,000 compounds, 0.092% hits;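 note: 0% = full enzyme activity and -100% = no enzyme basal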
# TDP1 inh = qHTS Assay for Inhibitors of Tyrosyl-DNA Phosphodiesterase (TDP1); Tyrosyl-DNA phosphodiesterase 1 (Homo sapiens), Q9NUW8; recombinant TDP1, AlphaScreen DNA substrate cleavage; Potency, µM (highest dose often 130 µM), without a hit: at the top dose activity change, negative = inhibition, usual class: inhibitors; 350,000 compounds, 0.28% hits; AID 485290, 2010; note: nearly all actives have a fitted effect of over 40% in size
# Target sequence (Q9NUW8 whole entry, looked up): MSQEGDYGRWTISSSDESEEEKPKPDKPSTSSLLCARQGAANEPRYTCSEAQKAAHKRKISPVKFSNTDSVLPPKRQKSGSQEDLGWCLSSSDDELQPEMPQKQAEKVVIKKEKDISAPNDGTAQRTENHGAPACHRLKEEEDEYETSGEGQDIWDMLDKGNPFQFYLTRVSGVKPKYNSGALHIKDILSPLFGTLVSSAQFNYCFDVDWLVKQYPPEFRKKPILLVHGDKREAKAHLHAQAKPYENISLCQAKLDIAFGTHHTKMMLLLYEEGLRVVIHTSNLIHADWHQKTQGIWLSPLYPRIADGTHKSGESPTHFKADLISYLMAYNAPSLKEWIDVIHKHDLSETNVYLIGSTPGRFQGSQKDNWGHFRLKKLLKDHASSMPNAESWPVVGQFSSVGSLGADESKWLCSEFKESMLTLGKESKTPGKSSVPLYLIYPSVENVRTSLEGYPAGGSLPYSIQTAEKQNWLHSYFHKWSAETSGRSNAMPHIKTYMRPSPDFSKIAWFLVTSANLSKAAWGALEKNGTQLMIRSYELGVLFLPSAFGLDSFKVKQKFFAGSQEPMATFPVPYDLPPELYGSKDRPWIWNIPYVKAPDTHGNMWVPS
#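 Enzyme-compound mixtures sat 15 min at room temperature, followed by a 5 min reaction with 15 nM final substrate and 10 min with AlphaScreen beads. Recombinant human Tdp1 was used at 1 nM final.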
# * marks the source's active call; other numbers are inactive results; ? = inconclusive; / = no result given; [ ] = dose if it differs, or a comment. Calls come from the whole dose curve; as a rule, active = well fitted curve in the direction sought with a large enough effect; inconclusive = small, poorly fitted or top-dose-only effect, or another doubt; inactive = no such curve, though single readings can be large; an effect the other way counts as inactive or inconclusive. Unless noted, % is set by controls: 0 for no effect and ±100 for the full control effect; potency is the fitted concentration of half-maximal effect. Random draw from the library; any-hit rate near 0.57%.
# Preview (22 entries):
mol,FEN1 inhibitor,N370S GC mod,TDP1 inh
O=C(CSc1ccc(-c2ccc(F)cc2)nn1)N1CCOCC1,-12%,-2%,3%
O=C(O)c1cc(N/N=C/c2ccc(N3CCOCC3)s2)ccc1Cl,?,-19%,?
CC(C)(C)OC(=O)[C@H](Cc1ccccc1)NC(=O)c1nc[nH]c1C(=O)NC1CCNCC1,20%,0%,4%
CCN(CC)CCN(CC(=O)N(C1CCCCC1)C1CCCCC1)C(=O)c1cccnc1,0%,0%,3%
CCOc1ccccc1OCC(=O)NN1Cc2ccccc2C1=N,-1%,9%,6%
Cc1ccccc1NC(=O)CSc1nc2ccc(NC(=O)c3cccs3)cc2s1,-1%,/,1%
CC(C)N(Cc1nc(-c2ccc(Cl)cc2)no1)C(=O)C12CC3CC(CC(C3)C1)C2,-7%,-3%,0%
NC(=O)Nc1ccc(C(=O)OCC(=O)Nc2cccc(S(=O)(=O)NC3=NCCC3)c2)cc1,-14%,/,-1%
COc1ccc(CCNC(=O)COc2cc(C)cc3oc(=O)cc(C)c23)cc1,2%,0%,0%
O=C(CN1CCC(O)(c2cccc(F)c2)CC1)NCCc1c[nH]c2ccccc12,16%,-8%,/
CCOCC(=O)Nc1cc(C(F)(F)F)ccc1Oc1cccc(Br)c1,-20%,7%[12.8 µM],-6%
COc1cccc(CN2CCCCC2C(=O)O)c1 (stereo not given),7%,8%,5%
COc1ccccc1NNC(=O)C(O)(c1ccccc1)c1ccccc1,-6%,-13%,/
Cc1ccc(Cl)cc1NC(=O)Nc1nnc(N(C)Cc2ccccc2)s1,?,/,11%
CCOc1ccc(N(C)S(=O)(=O)c2csc(C(N)=O)c2)cc1,-2%,-5%,/
CCOc1ccc(-n2ccn3c(CC(C)CC(=O)O)nnc3c2=O)cc1 (stereo not given),13%,/,1%
COc1ccc(NC(=O)CSC2=Nc3ccccc3C3=NC(CCC(=O)NCCc4ccccc4)C(=O)N23)cc1 (stereo not given),1%,/,-2%
Cc1ccc(CSc2ccc3nnc(CCNS(=O)(=O)c4ccc(C)cc4)n3n2)cc1,-20%,/,8%
COc1cc([N+](=O)[O-])ccc1NC(=O)CCCOc1cc(C)ccc1C,14%,6%,3%
Cc1ccc2nc(N(CCN3CCOCC3)C(=O)CCS(=O)(=O)c3ccccc3)sc2c1,-8%,-1%,-1%
Cc1ccc(NS(=O)(=O)c2ccc(-n3cccn3)cc2)c(C)c1,-5%,1%,2%
Cc1csc(SCC(=O)Nc2ccccc2)n1,13%,2%,/

# The whole of this part, previewed entries included:
mol,FEN1 inhibitor,N370S GC mod,TDP1 inh
O=C(CSc1ccc(-c2ccc(F)cc2)nn1)N1CCOCC1,-12%,-2%,3%
O=C(O)c1cc(N/N=C/c2ccc(N3CCOCC3)s2)ccc1Cl,?,-19%,?
CC(C)(C)OC(=O)[C@H](Cc1ccccc1)NC(=O)c1nc[nH]c1C(=O)NC1CCNCC1,20%,0%,4%
CCN(CC)CCN(CC(=O)N(C1CCCCC1)C1CCCCC1)C(=O)c1cccnc1,0%,0%,3%
CCOc1ccccc1OCC(=O)NN1Cc2ccccc2C1=N,-1%,9%,6%
Cc1ccccc1NC(=O)CSc1nc2ccc(NC(=O)c3cccs3)cc2s1,-1%,/,1%
CC(C)N(Cc1nc(-c2ccc(Cl)cc2)no1)C(=O)C12CC3CC(CC(C3)C1)C2,-7%,-3%,0%
NC(=O)Nc1ccc(C(=O)OCC(=O)Nc2cccc(S(=O)(=O)NC3=NCCC3)c2)cc1,-14%,/,-1%
COc1ccc(CCNC(=O)COc2cc(C)cc3oc(=O)cc(C)c23)cc1,2%,0%,0%
O=C(CN1CCC(O)(c2cccc(F)c2)CC1)NCCc1c[nH]c2ccccc12,16%,-8%,/
CCOCC(=O)Nc1cc(C(F)(F)F)ccc1Oc1cccc(Br)c1,-20%,7%[12.8 µM],-6%
COc1cccc(CN2CCCCC2C(=O)O)c1 (stereo not given),7%,8%,5%

# Going on with the list:
mol,FEN1 inhibitor,N370S GC mod,TDP1 inh
COc1ccccc1NNC(=O)C(O)(c1ccccc1)c1ccccc1,-6%,-13%,/
Cc1ccc(Cl)cc1NC(=O)Nc1nnc(N(C)Cc2ccccc2)s1,?,/,11%
CCOc1ccc(N(C)S(=O)(=O)c2csc(C(N)=O)c2)cc1,-2%,-5%,/
CCOc1ccc(-n2ccn3c(CC(C)CC(=O)O)nnc3c2=O)cc1 (stereo not given),13%,/,1%
COc1ccc(NC(=O)CSC2=Nc3ccccc3C3=NC(CCC(=O)NCCc4ccccc4)C(=O)N23)cc1 (stereo not given),1%,/,-2%
Cc1ccc(CSc2ccc3nnc(CCNS(=O)(=O)c4ccc(C)cc4)n3n2)cc1,-20%,/,8%
COc1cc([N+](=O)[O-])ccc1NC(=O)CCCOc1cc(C)ccc1C,14%,6%,3%
Cc1ccc2nc(N(CCN3CCOCC3)C(=O)CCS(=O)(=O)c3ccccc3)sc2c1,-8%,-1%,-1%
Cc1ccc(NS(=O)(=O)c2ccc(-n3cccn3)cc2)c(C)c1,-5%,1%,2%
Cc1csc(SCC(=O)Nc2ccccc2)n1,13%,2%,/
O=C(Nc1ccccc1C(=O)OCc1cc(=O)n2nc(C3CC3)sc2n1)c1cccc(F)c1,19%,/,4%
Cc1nc(C)c(C(=O)Nc2ccccc2)s1,-5%,7%,0%

# Next part:
mol,FEN1 inhibitor,N370S GC mod,TDP1 inh
O=C(Cc1cccs1)NCc1ccco1,8%,4%,2%
N/C(CC(=O)Nc1cc(C(F)(F)F)ccc1Cl)=N\O,-1%,-11%,9%
CS(=O)(=O)c1ccc2nc(NC(=O)CCS(=O)(=O)c3ccccc3)sc2c1,-15%,-11%,9%
C=CCN(CC=C)C(=O)C(=O)c1cc(C)n(-c2ccc([N+](=O)[O-])cc2)c1C,9%,1%,6%
COc1ccc(Cn2nnnc2C(c2cccs2)N2CCOCC2)cc1 (stereo not given),1%,2%,2%
Cc1c(C(=O)O)sc2nc(/C=C/c3cccc(O)c3)[nH]c(=O)c12,?,-2%,/
CCN(CC)S(=O)(=O)c1cc(NC(=O)C(C)N2CCN(c3ccccn3)CC2)ccc1C (stereo not given),-1%,-1%,3%
CCN1CCN(c2cc(C)c3cc(NC(=O)/C=C/c4cccc(Cl)c4)ccc3n2)CC1,?,/,6%
COc1ccc2c(C(=O)CCl)c[nH]c2c1,-3%,-3%,/
Nc1ccc(S(=O)(=O)NC(=O)c2ccccc2)cc1,14%,-18%,2%
Cc1ccc2[nH]c3c(c2c1)CN(C(=O)CN1CCN(c2ccccc2)CC1)CC3,/,-3%,7%
O=C(O)c1ccc(CSc2nc3ccccc3[nH]2)cc1,6%,-3%,5%

# (more compounds)
mol,FEN1 inhibitor,N370S GC mod,TDP1 inh
CC1CCN(c2nnc(N3CCC(C)CC3)c3ccccc23)CC1,2%,12%,/
O=[N+]([O-])c1ccccc1C1Nc2cccc3cccc(c23)N1,-16%,-7%,8%
COc1ccc(CNC(=O)CN(C)S(=O)(=O)c2ccc(Cl)cc2)cc1,4%,24%,-1%
NCCCC[C@H](NC(=O)[C@@H](Cc1ccccc1)NC(=O)[C@H](Cc1c[nH]c2ccccc12)NC(=O)[C@@H](CCCCN)NC(=O)[C@@H](Cc1c[nH]c2ccccc12)NC(=O)[C@@H](N)Cc1cnc[nH]1)C(N)=O,/,-1%,14%
COc1cc([N+](=O)[O-])ccc1NC(=O)COC(=O)C1=NN(c2ccccc2)C(=O)CC1,-3%,/,2%
CC(CN1CCOCC1)OC(=O)/C=C/c1ccccc1 (stereo not given),9%,5%,0%
Cc1ccn2c(=O)nc(SCC(=O)N3N=C(c4cccs4)CC3c3ccc(F)cc3)nc2c1 (stereo not given),-7%,17%,-13%
O=C(c1ccco1)N1N=C(c2ccc(Br)cc2)CC1(O)C(F)(F)F (stereo not given),-8%,-2%,2%
Cc1ccc(NC(=O)CSc2nncc3ccccc23)cc1,-11%,25%,/
CC1CCN(c2c(NCC3CCC(C(=O)NCCCc4ccccc4)CC3)c(=O)c2=O)CC1 (stereo not given),0%,-17%,/
O=C(Nc1ccc(N=Nc2ccccc2)cc1)c1ccccc1Cl,1%,18%,6%
Cc1nnc(NC(=O)CCSc2ccccc2)s1,-5%,1%,3%

# The results go on:
mol,FEN1 inhibitor,N370S GC mod,TDP1 inh
O=C(NC1CCN(C(=O)Nc2cccc(F)c2)CC1)c1ccco1,16%,13%,-1%
CN(CCCNC(=O)CN1C(=O)CC(C)(C)S(=O)(=O)c2ccccc21)C1CCCCC1,-4%,21%,-6%
Cc1cccc(N(C)C(=O)CCNS(=O)(=O)c2ccc3c(c2)CCN3C(=O)C2CC2)c1,12%,/,9%
CC(CCc1ccccc1)NC(=O)c1ccc(Cl)nc1 (stereo not given),2%,?,5%
O=S(=O)(c1ccccc1)N1CCC2(CC1)CO2,4%,9%,0%
CSc1cccc(NC(=O)c2ccc3c(c2)c(C)c(C)n3Cc2ccc(F)cc2)c1,-6%,/,3%
COc1ccc(NC(=O)C2CCN(S(C)(=O)=O)CC2)c(OC)c1,-1%,-1%,/
Cc1cc(-c2nnnn2-c2ccc(F)cc2)no1,6%,-5%,6%
Cc1ccc(S(=O)(=O)N2CC(O)CC2C(=O)OCC(=O)c2ccccc2Cl)cc1C (stereo not given),7%,0%,0%
CC(C)(C)NC(=O)C1CC(=O)OC1(C)C (stereo not given),3%,2%,5%
CC(C)=CCN1CCN(CCC2=C(C)CCCC2(C)C)CC1CCO (stereo not given),-11%,-8%,/
COc1ccc(-c2cc(C(F)(F)F)nc(N3CCOCC3)n2)cc1,-8%,7%,/

# Following part.
mol,FEN1 inhibitor,N370S GC mod,TDP1 inh
CCN(CC)S(=O)(=O)c1cccc(C(=O)N[C@H](C(=O)Nc2nc3ccc(F)cc3s2)C(C)C)c1,5%,20%,2%
CC(=O)N1c2nc(C(C)C)nn2C2(CCCCC2)[C@@H]2CCCC[C@@H]21,-1%,/,-1%
COC(=O)CCC(=O)N1CCCC(CO)(Cc2ccccc2C)C1 (stereo not given),20%,-12%,4%
CN(CC1COc2ccccc2O1)C(=O)CSc1ncccn1 (stereo not given),-14%,/,1%
Cc1ccc(C)c(NC(=S)N2CCCCCC2)c1,8%,6%,-3%
O=C(Nc1ccccc1)Nc1nnc(CSCc2ccccc2Cl)s1,-3%,2%,3%
O=C(/C=C/c1ccco1)N(Cc1ccccc1F)C1CCS(=O)(=O)C1 (stereo not given),10%,-6%,3%
COc1cc(-c2nc(-c3ccccc3)c(-c3ccc(F)cc3)[nH]2)cc2c1OCO2,-22%,-5%,8%
O=C(COC(=O)c1c2c(nc3ccccc13)/C(=C/c1ccco1)CC2)NC1CCCC1,-17%,-12%,/
COc1cc(C)c(C)cc1S(=O)(=O)Nc1cccc(-c2ccc(N3CCOCC3)nn2)c1,-15%,/,5%
Cc1occc1-c1nnc(SCC(=O)NCc2ccc3c(c2)OCO3)n1CC(C)C,-4%,-27%,-2%
COc1cccc(-c2nn(C)c3sc(C(=O)NCc4ccc5c(c4)OCO5)cc23)c1,-17%,?,-2%

# Following part.
mol,FEN1 inhibitor,N370S GC mod,TDP1 inh
CCC(CO)n1c(SCc2cc(=O)oc3cc(C)ccc23)nc2ccccc2c1=O (stereo not given),-16%,?,5%
O=C(COC(=O)CNC(=O)c1ccccc1F)Nc1ccc2[nH]c(=O)[nH]c2c1,-15%,-4%,/
Clc1ccc(CSc2nnc(/C=C/c3ccccc3)o2)c(Cl)c1,-5%,-5%,3%
CCOc1cc(Cl)c(S(=O)(=O)NCc2ccccn2)cc1Cl,1%,4%,0%
O=C(CNC(=O)c1ccccc1)NCc1nc2ccccc2[nH]1,0%,-11%,0%[0.505 µM]
CCOC(=O)Cc1csc(NC(=O)CN2CCN(CC)CC2)n1,9%,-5%,4%
Cc1cc(NS(=O)(=O)c2ccc(N3C(=O)C4C5C=CC(C5)C4C3=O)cc2)nc(C)n1 (stereo not given),-1%,24%,-3%
CN(CC1COc2ccccc2O1)C(=O)c1ccc(Cl)c(S(=O)(=O)N2CCCCCC2)c1 (stereo not given),-1%,/,1%

# From PubChem BioAssay
